C8 TRAIL sens = sensitizes caspase-8 expressing cells to TRAIL; NB7+C8 cells + TRAIL, ATPlite viability luminescence; hit rate 1% among 360,000; AID 624354; inhibition (viability loss, TRAIL sensitization), % at 10 µM;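 active = compounds causing at least 50% loss of cell viability in the single-dose screen, relative to plate controls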
Vif inh = HIV Vif inhibition; HEK293T cells, Vif self-association by quenched fluorescence, imaging, 24 h; inhibition, % at 7.49 µM; hit rate 0.35% among 340,000; AID 602346; in the data active = inhibition above about 50%, passing the limit was not always enough; also: some results filed as inactive read as strong as hits
NR2F2 inh = blocks human COUP-TFII nuclear receptor; P24468; HEK293T NGFI-A luciferase reporter, luminescence; inhibition, % at 8.6 µM; hit rate 0.7% among 370,000; AID 686940;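 active = inhibition above a per-plate cutoff, mean inhibition of test wells between control levels plus 3 SD, cut at about 38% in these data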;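 also: cells cotransfected with COUP-TFII expression vector driving the NGFI-A reporter; 0% = median of COUP-TF2 test wells and 100% = reporter-only cells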
NCOA2 inhibitor = inhibits human steroid receptor coactivator 2; Q15596; HEK293 GAL4-SRC2 luciferase reporter, luminescence; inhibition, % at 9 µM; hit rate 0.17% among 370,000;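 active = inhibition above the mean inhibition of all tested compounds plus 3 SD, set per campaign, cut at about 52% in these data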;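 also: 0% = DMSO treated cells and 100% = cells given Gossypol at 36 µM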
TLR9-MyD88 block = inhibitors of human TLR9-MyD88 binding; Q9NR96+Q99836; CHO BLA complementation TLR9-MyD88, CCF4 FRET ratio; inhibition, % at 4.98 µM; hit rate 0.21% among 340,000;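 active = inhibition above the mean over all tested compounds plus 3 SD, cut at about 21% in these data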;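 also: 0% = DMSO only wells and 100% = clavulanate BLA inhibitor control wells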
NCOA3 inh = inhibits human SRC3 coactivator; Q9Y6Q9; HEK293 GAL4-SRC3 luciferase reporter, luminescence; inhibition, % at 3.6 µM; hit rate 0.17% among 360,000;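 active = inhibition above a per-campaign cutoff, the mean of all compounds plus 3 SD, cut at about 60% in these data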;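 also: 0% = DMSO-treated cells and 100% = gossypol-treated cells at 36 µM; higher means less SRC3-driven luciferase light from the GAL4 reporter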
SRC1 inh = human NCOA1 inhibition; Q15788; inhibition, % at 3.6 µM; hit rate 0.12% among 360,000; HEK293 GAL4-SRC1 luciferase reporter, luminescence;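 active = inhibition above the campaign mean plus 3 SD, with each screening campaign given its own cutoff, cut at about 60% in these data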;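 also: 0% = DMSO treated cells and 100% = gossypol at 36 µM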
NR5A2 inv ag = NR5A2 inverse agonism in reporter assay; inhibition, % at 3.6 µM; hit rate 0.13% among 360,000; HEK293T StAR-luciferase reporter, LRH-1 transfected, 24 h; O00482; AID 602396;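 active = inhibition above the mean inhibition of all tested compounds plus 3 SD, cut at about 73% in these data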;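 also: 0% = DMSO wells and 100% = reporter-only cells lacking LRH-1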
NOD2-RIPK2 inh = NOD2-RIPK2 protein interaction inhibition | O43353 | CHO BLA complementation NOD2-RIPK2, CCF4 ratio | inhibition, % at 4.98 µM | hit rate 0.38% among 360,000; in the data active = inhibition above about 21%;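 also: 0% = vehicle only and 100% = reference blocker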
TROY NFkB inh = inhibitors of TROY-dependent NF-kB signaling; Q293 LMP1-TROYcd NF-kB luciferase reporter, 4 h; inhibition, % at 10 µM; hit rate 0.98% among 360,000; AID 1347056;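 active = compounds whose plate-normalised and pattern-corrected inhibition of the luciferase reporter signal at the single screening dose is 50% or more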
LMP1 NFkB inh = inhibitors of Epstein-Barr LMP1-induced NF-kappaB reporter. LMP1-induced NF-kappaB luciferase reporter cells, luminescence. inhibition, % at 12.5 µM. hit rate 0.69% among 350,000. AID 504558; in the data active = inhibition above about 41%;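 also: 0% = neutral control wells and 100% = reference inhibitor control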
An asterisk follows results filed as active; x = not tested or not shown. An excerpt; count on the stated rates, not on these rows.

The line under a structure holds: C8 TRAIL sens, Vif inh, NR2F2 inh, NCOA2 inhibitor, TLR9-MyD88 block, NCOA3 inh, SRC1 inh, NR5A2 inv ag, NOD2-RIPK2 inh, TROY NFkB inh, LMP1 NFkB inh
- CCN(CC)S(=O)(=O)c1ccc(C(=O)NC2=C(C(=O)OC)SCC2)cc1
  1, -6, -9, -18, -1, 12, -69, -50, 2, -7, 11
- Cc1cc(C)cc(NC(=O)c2sc3nc4n(c(=O)c3c2C)CCC4)c1
  2, -8, -7, 7, -6, -22, 4, -15, -16, -15, -4
- Cc1cccc(NC(=O)CN2CCSc3ccccc32)c1
  1, 6, -2, 8, 8, 1, 5, -12, 1, 7, 0
- O=C(Cn1nc(-c2cccc(Cl)c2)ccc1=O)Nc1ccc(C(=O)NC2CC2)cc1
  10, -1, 5, 6, 11, 6, -1, 14, -7, 5, 2
- O=C(Oc1ccccc1Cl)c1ccc(-n2cncn2)nc1
  5, -11, 9, 12, -8, 4, -31, 8, 0, 5, -3
- CCOc1ccc(S(=O)(=O)N2CCN(Cc3ccc4c(c3)OCO4)CC2)cc1Cl
  11, 19, -25, 6, -4, -2, -2, -3, 0, 7, 6
- COc1cccc2cc(C(=O)NCc3ccccc3)c(=N)oc12
  -15, x, -10, -6, -4, 15, -26, 22, -12, -9, -3
- COc1cccc(CCNC(=O)CC2C(=O)NCCN2CC(C)(C)C)c1 (centres undefined)
  -11, 6, -19, -16, 9, 13, -7, 5, -3, -12, -2
- Cc1noc(C)c1-c1nc(CSc2ccccc2)no1
  4, 0, 4, -45, -8, 2, -2, -27, -3, 2, 1
- COc1cccc(OC)c1-c1nn2c(-c3ccccc3Cl)nnc2s1
  7, -6, -10, -22, 4, -5, -8, 12, 1, -17, -1
- Cc1cc(C(=O)NCCCOC(C)C)c2ccccc2n1
  -21, 3, -3, -30, 6, -4, 2, -2, -10, -13, 8
- CCn1cnc2c1c(=O)n(CC(=O)NCC(F)(F)F)c(=O)n2Cc1ccccc1
  17, -7, 3, -8, -5, -2, 3, 8, -12, -9, 5
- OCCNC(=S)NCc1ccccc1
  -10, -7, -14, 2, x, 9, -5, -1, 4, 3, -3
- Cc1ccc(N(CC(=O)NC(C)(C)C)C(=O)CNC(=O)c2cccs2)cc1
  -4, 0, 18, -53, 4, 0, -3, 5, 2, 12, 8
- Cc1ccc2nc(NCc3ccccc3)c(C=NCc3ccccc3)c(=O)n2c1
  14, 14, 2, 10, 6, -18, -41, 7, 0, -53, -6
- OCC1(Cc2ccccc2)CCN(CCCC2CCCC2)CC1
  -16, 8, 4, -17, -5, 21, 15, 20, 7, 3, 1
- Cc1ccccc1C(=O)Nc1ccnc(-c2ccncc2)n1
  -10, 0, 0, -2, 8, 11, 1, 5, -2, -8, 1
- CCOc1ccc(-c2nnn(CC(=O)N3CCN(c4ccc(OC)cc4)CC3)n2)cc1OCC
  -2, 20, -7, 14, 1, 7, -1, 18, 5, 8, 13
- O=C(COC(=O)c1ccc([N+](=O)[O-])s1)NNC(=O)c1ccccc1
  5, -2, x, x, 0, 21, -2, 3, -2, -11, 1
- COc1ccc(C(=O)NCc2csc(C)n2)cc1OC1CCN(C(C)=O)CC1
  8, 5, -6, -18, 3, -4, -4, -10, -1, 17, 2
- CCN(c1ccccc1)S(=O)(=O)c1ccc(N)c(OC)c1
  -2, 18, 11, 11, 10, 2, -21, -3, -2, 22, 1
- CNC(=O)NC(=O)COC(=O)CCCOc1ccc(OC)cc1
  -33, 9, -16, -22, 2, -11, -2, -19, -3, 2, -1
- COc1cc(S(=O)(=O)N(C)C2CCCCC2)c(C)cc1C
  40, 17, 1, 23, -3, 7, 2, 5, 11, 2, 4
- COc1ccc(CN(C)C(=O)C2CCN(C(=O)Nc3ccccc3)CC2)cc1OC
  3, -3, 3, -19, -6, -5, -35, 3, -10, -3, -7
- COc1ccc(N2C(=O)CC(Sc3nc(C)c4c(n3)CCCC4)C2=O)cc1 (centres undefined)
  0, -7, 0, -19, 4, 21, 3, 7, 10, -3, -11
- Cc1cc(NC(=O)COC(=O)C2CC(=O)N(c3ccc(Cl)cc3)C2)no1 (centres undefined)
  -2, -7, -5, -14, -3, 6, 3, 0, -4, -10, -4
- N/C(=N\OC(=O)c1cc(-c2ccccc2)nc2ccccc12)c1ccc(Cl)cc1
  26, 8, -2, -20, 2, 7, -7, 23, 1, 3, -2
- O=C(CSc1nnc(NC(=O)C2CC2)s1)NCc1ccco1
  -8, 11, 5, 7, -6, 13, -17, 2, 3, -13, -11
- CCn1c(SCC(=O)c2cc(OC)ccc2OC)nnc1-c1ccncc1
  -7, -8, -9, 16, -7, 13, -16, -4, -14, -10, -13
- COc1cc(C(=O)N2CCN(C(=O)C(Cc3cc(C)ccc3C)NC(C)=O)CC2)cc(OC)c1OC (centres undefined)
  6, 5, -5, 12, -6, 12, 9, -11, 2, -1, 4
- CN(C)Cc1ccccc1CNC(=O)c1cccc(S(=O)(=O)Nc2ccc3c(c2)OCO3)c1
  7, 4, 1, 8, -4, -25, -14, -4, 8, -12, -6
- CCC(=O)c1cc(Br)ccc1OCC(=O)N1CCN(S(=O)(=O)c2ccccc2)CC1
  12, 14, -16, -39, -4, 21, 1, 4, 5, -12, -1
- CC(C)CN1C2CCCC1CC(NC(=S)NCc1ccco1)C2 (centres undefined)
  -4, x, 0, 13, -11, 13, 4, 7, 14, 13, 0
- Cc1ccc2nc(SCC(=O)N/N=C/c3ccc(C(=O)O)cc3)cc(C)c2c1
  2, -8, -13, 8, -4, -26, -12, 4, 1, -1, 5
- Cc1cccc(N2CCCn3c2nc2c3c(=O)n(CCN3CCOCC3)c(=O)n2C)c1
  13, -1, 24, 9, 6, -7, -8, 0, 6, 11, 8
- CCOc1ccccc1OC(=O)c1ccco1
  -3, 5, 0, -41, 0, -3, 7, 3, -11, -16, -7
- O=[N+]([O-])c1cccc(N=Cc2ccccc2)c1
  6, -7, 2, -14, 3, 7, 7, -12, -7, 13, -1
- CC(C)(C)S(=O)(=O)/C(C#N)=N/Nc1ccc(C#N)cc1
  0, -7, -3, -12, -3, 10, 8, -4, 1, 3, 7
- COCC(=O)N1CCCC(C(=O)c2ccc(-c3ccccc3)cc2)C1 (centres undefined)
  0, -8, 0, -25, 3, -8, -34, -17, 2, 12, 0
- CCc1ccc(N2CC(C(=O)N3CCCC3)CC2=O)cc1 (centres undefined)
  6, 8, -4, -12, -5, 2, -4, 10, -3, -4, 2
- CC(C)(C)OC(=O)N(CCc1ccccc1)Cc1ccccc1OCc1cccc(NC(=O)C2CCCC2)c1
  20, -5, -8, -1, -10, 22, 17, 8, 1, -7, 3
- Cc1ccc(S(=O)(=O)N2CCC[C@H]2C(=O)NCc2ccccc2Cl)cc1
  5, -7, 0, -45, -9, 6, 8, -3, 3, 12, 3
- Cc1ccc(Cl)cc1N1CCN(C(=O)COc2ccc(S(=O)(=O)NC(C)C)cc2)CC1
  16, -13, 38*, -4, -6, 1, 18, -12, -3, 32, 11
- CCN(CC)S(=O)(=O)c1ccc(C(=O)N2CCN=C2SC)cc1
  -10, 13, 7, -12, -13, 9, 7, 22, -4, -8, -1
- C=C1CC2C(CCC3(C)C2CCC3(O)C(C)=O)C2(C)CCC(=O)C=C12 (centres undefined)
  8, -4, 4, 22, -10, 7, 8, -7, 6, 2, 12
- Cc1cccc(NC(=S)NC2CCCC2)n1
  -1, -12, -10, -29, 5, -12, -1, 17, 4, 5, 4
- COCCn1c(SCC(=O)Nc2ccc(Cl)cn2)nc2ccccc21
  -37, x, 3, -18, -7, 0, 3, 0, -1, 2, -11
- CCOC(=O)C1=C(C)N=C2SCCC(=O)N2C1c1sccc1C (centres undefined)
  -3, -1, 8, -25, -5, 4, -1, -14, -5, 4, -11
- CC(=O)Nc1ccc2c(c1)C(=O)c1ccccc1C2=O
  27, -15, -47, -54, -11, -75, -107, -132, -3, -73, -19
- CCN(CC)CC(C)CNC(=O)CC(C(=O)N1CCc2ccccc21)n1ccnc1 (centres undefined)
  12, 123*, -12, -5, -3, -1, 2, -2, 0, 12, -7

The list continues.
The line under a structure holds: C8 TRAIL sens, Vif inh, NR2F2 inh, NCOA2 inhibitor, TLR9-MyD88 block, NCOA3 inh, SRC1 inh, NR5A2 inv ag, NOD2-RIPK2 inh, TROY NFkB inh, LMP1 NFkB inh
- COc1cccc(OCC(=O)Nc2ccccc2C(N)=O)c1
  36, 4, -53, -60, 7, -45, -76, -103, -4, -51, -17
- O=C(OCc1cccc2ccccc12)c1ccc2c(=O)[nH]c(CN3CCOCC3)nc2c1
  -9, 5, -13, -6, 6, 20, 0, 4, 2, 6, 7
- Cc1ccccc1Nc1nc(N)nc(COC(=O)c2cccc(S(=O)(=O)NCc3ccccc3)c2)n1
  -10, -8, 3, 4, 7, -3, -4, 7, 1, 37, 13
- Cc1ccc(NC(=O)N2Cc3ccccc3CC2C(=O)NC(C)(C)C)cc1 (centres undefined)
  7, 6, 2, -12, 5, -3, -14, -21, 4, -16, 2
- CCCc1cc(=O)[nH]c(SCC(=O)c2c(N)n(C)c(=O)n(C)c2=O)n1
  25, -1, 9, 8, 11, 8, -16, -12, -1, -5, 3
- Nc1ccc(C(=O)OCc2ccncc2)cc1[N+](=O)[O-]
  21, 0, -2, -11, 0, 3, 4, 35, -7, -7, 2
- COc1ccccc1C(NC(C)=O)c1cc(Cl)c2cccnc2c1O (centres undefined)
  2, 2, -15, 32, 2, 21, 33, 8, 0, -8, 31
- Cc1oc2ccc(O)c(CN(C)C)c2c1C(=O)c1ccccc1
  -4, -2, -2, 9, 0, -9, 1, -20, -4, -50, 5
- CCCCN(CC)Cc1ccc(CNC(=S)Nc2c(C)cc(C)cc2C)o1
  -1, 1, -6, 23, -3, 5, -9, 3, -11, -4, 5
- CCN(CC)CCNc1ccnc2cc(Cl)ccc12
  18, 7, 19, 20, 3, -18, 6, -12, 11, 7, -9
- CCN(C(=O)c1ccc(Cl)cc1[N+](=O)[O-])c1ccccc1C
  0, 3, 2, -6, 0, 4, -1, -1, -5, -17, -3
- CCOc1ccc(NCc2nnc(SCC(=O)Nc3cc(C)on3)n2-c2ccc(OC)cc2)cc1
  7, -13, x, x, 1, -7, -31, 8, -5, 5, -2
- Cc1ccccc1CC(=O)Nc1cccnc1
  6, -2, 10, -6, -8, -3, 14, 22, 4, 4, 2
- O=C(CN1C(=O)COc2ccc(Cl)cc21)N1CCCCC1
  -14, -9, 4, 8, -4, 12, 15, 4, -13, -14, 4
- O=C(OCC1CCNCC1)c1ccc2c(c1)OCO2
  -8, -5, -1, 0, 1, -1, -7, -16, -17, 13, -2
- CCN(c1ccccc1)S(=O)(=O)c1ccc2c(c1)C(C)(C)C(=O)N2C
  8, x, x, x, 12, -12, 4, -15, -1, -9, -6
- COc1ccc(CC(=O)Nc2cccc(-c3csc(C)n3)c2)cc1
  4, -5, -11, 12, -1, -9, 0, -4, -1, -32, 6
- CCCC(=O)Nc1ccc(Cl)c(NC(=S)NC(=O)c2ccco2)c1
  -5, 4, 15, 8, -15, 8, -59, -23, 0, -15, 11
- O=C(Cn1cnc(Cl)c1Cl)c1ccc(F)cc1
  -2, -4, 9, -23, 5, 8, 9, -7, -2, -2, 13
- CC(=O)OC[C@H]1COc2ccc3ccccc3c2[C@H]1N(C)C(C)=O
  -6, 6, x, x, 1, 0, -51, 12, -1, -4, -3
- CC1=Nn2c(nnc2-c2ccco2)SC1
  -8, -3, -1, -12, 1, 11, -10, -10, 3, -13, 2

Assay outcomes deposited in PubChem by several laboratories.
